Compound activity as filed in PubChem.
mcGAS RapidFire – inhibitors of mouse cGAS | Q8C6L5 | recombinant mouse cGAS, cGAMP by RapidFire MS | inhibition, % at 12.5 µM | hit rate 0.18% among 130,000 | AID 1259397;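 active means inhibition of cGAS enzyme activity at or above 60%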;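 further: enzyme stimulated by 45 bp dsDNA with ATP and GTP substrates; cGAMP share of summed cGAMP plus half ATP and half GTP signals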
Target sequence (Q8C6L5 whole entry, looked up): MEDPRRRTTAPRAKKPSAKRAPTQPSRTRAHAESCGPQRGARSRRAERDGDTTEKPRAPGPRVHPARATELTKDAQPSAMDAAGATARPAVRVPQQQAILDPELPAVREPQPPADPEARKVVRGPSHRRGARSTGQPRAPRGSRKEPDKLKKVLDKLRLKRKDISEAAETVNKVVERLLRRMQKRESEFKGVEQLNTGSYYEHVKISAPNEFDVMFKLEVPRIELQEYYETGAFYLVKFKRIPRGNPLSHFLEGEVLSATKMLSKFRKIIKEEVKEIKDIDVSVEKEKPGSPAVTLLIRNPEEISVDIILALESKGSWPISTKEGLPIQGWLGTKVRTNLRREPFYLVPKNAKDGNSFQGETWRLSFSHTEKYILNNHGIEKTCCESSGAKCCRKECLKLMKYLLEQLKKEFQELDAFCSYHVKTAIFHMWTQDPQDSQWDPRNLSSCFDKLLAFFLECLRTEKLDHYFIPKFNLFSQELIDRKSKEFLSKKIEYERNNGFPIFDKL
* marks the source's active call; other numbers are inactive results.

SMILES	mcGAS RapidFire
Cc1ccc(C(=O)NCCc2ccn(-c3ccc(F)cc3)n2)c(=O)[nH]1	0
Cc1cnccc1CN(C)C(=O)C1CCCN1S(C)(=O)=O (centres undefined)	-14
NC(=O)c1nc(CN2CCOC(CC(c3ccccc3)c3ccccc3)C2)no1 (centres undefined)	-4
Cc1nn2c(-c3ccccc3)nnc2c2ccccc12	7
O=C1CSC(c2ccccn2)N1c1cccc(F)c1 (centres undefined)	-9
CC1CN(C(=O)CCn2ccnn2)CC1N1CCOCC1 (centres undefined)	-8
Cc1csc2nc(COC(=O)C34CC5CC(CC(Cl)(C5)C3)C4)cc(=O)n12	-19
O=C(CN1CCOC(Cn2cncn2)C1)N1CCc2ccccc2C1 (centres undefined)	-10
c1nc(N2C[C@@H]3[C@H](C2)[C@H]2CC[C@@H]3O2)c2[nH]cnc2n1	-8
O=C(NCc1ccccn1)c1cccc(OC2CCN(C(=O)c3ccoc3)CC2)c1	-9
COc1ccc(CC(=O)NCC2CCCN(C(=O)CSC)C2)cc1 (centres undefined)	-11
Cc1cc(C(=O)O)nn1-c1ccc(Br)cc1	-1
COc1ccc(/C=C2N=C(/C=C/c3cccc(Cl)c3Cl)OC\2=O)cc1OC	-16
CC(=O)NCc1ccc(-c2nc(CCc3ccccc3)sc2C)s1	-2
CCOC(=O)C(=CN(C1=NCC(C)S1)c1ccc(F)c(Cl)c1)C(=O)OCC (centres undefined)	-15
CC(=O)N1CCc2c(sc(NC(=O)/C=C/c3cccs3)c2-c2nc3ccccc3s2)C1	0
O=C1CC(C(=O)N2CCN(c3cccc(O)c3)CC2)CN1Cc1ccc(Cl)cc1 (centres undefined)	-4
CCN(Cc1nc(C)no1)C(=O)c1cccc(-c2cccc(F)c2)c1	-21
O=C(Nc1cccnc1)c1cc(-c2cccs2)n(C2CCS(=O)(=O)C2)n1 (centres undefined)	-9
CC(C)C(=O)N1CCCC(OCc2cccc(OC(F)(F)F)c2)C1 (centres undefined)	-3
O=C(Nc1ccc(Oc2ccccc2F)cc1)C1CCN(C(=O)C2=CCCC2)CC1	-1
CCC(CC)CN(CC)C(=O)c1cc(C)no1	-9
CCCNc1nc(SC)nc(-c2ccccc2)c1C#N	7
Cc1ccc(S(=O)(=O)OCC(C)(C)C)cc1	40
CC(Cn1cncn1)NC(=O)Nc1cc(F)ccc1Cl (centres undefined)	-10
COc1cn2c(cc1=O)C(=O)N(CCNC(=O)c1cc(Cl)ccc1Cl)CC2	-2
CN1CC(NC(=O)N(Cc2ccoc2)C2CCCCC2)CCC1=O (centres undefined)	-13
CC(C)C1CN(C(=O)C2=NNC(=O)CC2)CCCN1Cc1ccc(F)cc1 (centres undefined)	9
CNc1cnc(-c2ccccc2NS(C)(=O)=O)cn1	-6
CN(C(=O)CN(CCO)CC(=O)N(C)C(C)(C)Cc1ccccc1)C(C)(C)Cc1ccccc1	-6
CCN1CCN(c2ccc(Cl)cc2NC(=O)CCOc2ccccc2OC)CC1	-11
COCCn1c(SCC(=O)Nc2cc(C)cc(C)c2)nc2c(c1=O)SC(C)C2 (centres undefined)	-9
Cc1cc(-c2cccc(CN3CCOCC3)c2)nc(-c2ccccc2O)n1	-4
Cc1cc(COc2ccccc2)oc1C(=O)NC(C)c1nccs1 (centres undefined)	-16
CN(Cc1ccccc1)C1(CNC(=O)Cc2ccc3c(c2)OCO3)Cc2ccccc2C1	1
Cc1ccc(CNc2ccc(C(=O)NCCC3CCCCN3C)cn2)o1 (centres undefined)	-5
CCCn1c(SC(C)C(=O)C23CC4CC(CC(C4)C2)C3)n[nH]c1=O (centres undefined)	-7
CCN(CCO)c1ccc(Nc2cc(-c3cc(C(F)(F)F)cc(C(F)(F)F)c3)ncn2)cc1	0
O=C(Nc1ccc2ncccc2c1)C1CCCc2cc[nH]c21 (centres undefined)	-2
COc1ccc(C(=O)N2CC3C(C2)C3(C)C)nn1 (centres undefined)	-9
CCN1CCN(CCCCNC(=O)N2CC(C)(C)C2c2ccccc2)CC1 (centres undefined)	-2
CN(C)Cc1ccccc1CNC(=O)c1ccccc1F	-25
O=C(NCCCn1nc(-c2ccncc2)ccc1=O)Nc1ccc(F)cc1	-2
CCn1cc(-c2ccc(S(C)(=O)=O)cc2)c(C)n1	-42
O=C(Nc1ccccc1C(=O)NCCN1CCOCC1)c1csnn1	-10
COCc1cccc(S(=O)(=O)Nc2ccc3ccn(C)c3c2)c1	-5
Cc1c(C#N)c(SC(C)C(=O)NC(C)(C#N)C(C)C)nc2c1CCC2 (centres undefined)	-5
CCn1ccnc1CNCc1cccnc1Oc1cccc(C(F)(F)F)c1	-12
CCSCCN(C(=O)c1oc(CC)nc1C)C1CCCCC1	-13
Cc1ccc(NC(=O)CC2C=CS(=O)(=O)C2)cc1C (centres undefined)	-3
CN(C)CCCNC(N)=S	-3
CCN(CCN1CCOCC1)Cc1cc(C)ccc1O	-9
O=C1Nc2c(ccc(Cl)c2Cl)C(=O)C1(Br)c1ccccc1 (centres undefined)	-5
CNc1ccc(-c2ccccc2F)cn1	0
COC(=O)C1CC(Br)=NN1c1ccc(C)cc1 (centres undefined)	1
Cc1ccoc1C(=O)NCC1(CO)CCCC1	-18
C=CCC(=O)N(CC=C)Cc1ccc(SC)cc1	-40
O=C1N2CN(C3CCCCC3)CN=C2SC1(CO)CO	-7
Cc1cnc2n(c1=O)C(CC(=O)N1CCN(C)CC1)CS2 (centres undefined)	-5
Cc1noc(C)c1CN1CCN2C=C(C(=O)NCC3CCOCC3)OC2=NC1=O	-7

Reformatted: 19 of the compounds above
Structure,mcGAS RapidFire
COc1ccc(C(=O)N2CC3C(C2)C3(C)C)nn1 (centres undefined),-9
CCN1CCN(CCCCNC(=O)N2CC(C)(C)C2c2ccccc2)CC1 (centres undefined),-2
CN(C)Cc1ccccc1CNC(=O)c1ccccc1F,-25
O=C(NCCCn1nc(-c2ccncc2)ccc1=O)Nc1ccc(F)cc1,-2
CCn1cc(-c2ccc(S(C)(=O)=O)cc2)c(C)n1,-42
O=C(Nc1ccccc1C(=O)NCCN1CCOCC1)c1csnn1,-10
COCc1cccc(S(=O)(=O)Nc2ccc3ccn(C)c3c2)c1,-5
Cc1c(C#N)c(SC(C)C(=O)NC(C)(C#N)C(C)C)nc2c1CCC2 (centres undefined),-5
CCn1ccnc1CNCc1cccnc1Oc1cccc(C(F)(F)F)c1,-12
CCSCCN(C(=O)c1oc(CC)nc1C)C1CCCCC1,-13
Cc1ccc(NC(=O)CC2C=CS(=O)(=O)C2)cc1C (centres undefined),-3
CN(C)CCCNC(N)=S,-3
CCN(CCN1CCOCC1)Cc1cc(C)ccc1O,-9
O=C1Nc2c(ccc(Cl)c2Cl)C(=O)C1(Br)c1ccccc1 (centres undefined),-5
CNc1ccc(-c2ccccc2F)cn1,0
COC(=O)C1CC(Br)=NN1c1ccc(C)cc1 (centres undefined),1
Cc1ccoc1C(=O)NCC1(CO)CCCC1,-18
C=CCC(=O)N(CC=C)Cc1ccc(SC)cc1,-40
O=C1N2CN(C3CCCCC3)CN=C2SC1(CO)CO,-7

(more compounds)
SMILES	mcGAS RapidFire
CC(N)=C(C#N)C(=O)COC(=O)CCC1CCCC1	-3
Cc1cccc(S(=O)(=O)NC(=O)C2(C)CCN2C(=O)CCc2cccs2)c1 (centres undefined)	-8
COc1ccc2cc(-c3[nH]ncc3CN(CCO)Cc3cccs3)ccc2c1	-8
CCc1cnc2c(c1N1CCOCC1)c(=O)n(C)c(=O)n2C	-3
COc1ccc(C(=O)C(O)c2ccc(OC)cc2)cc1 (centres undefined)	-10
COc1ccc2ccccc2c1CN1CC[C@@H](N2CCN(C)CC2)[C@H](O)C1	2
CSc1nnc2c(n1)OC(c1cc([N+](=O)[O-])ccc1O)N(C(C)=O)c1ccccc1-2 (centres undefined)	-15
COCCn1c(N2CCCC(C)C2)nc2c1c(=O)[nH]c(=O)n2C (centres undefined)	-3
O=C(O)c1ccccc1N=Nc1c(O)[nH]c2ccc(Br)cc12	28
CC1COCCN1Cn1nc(Br)nc1Br (centres undefined)	-7
CCOc1ccc(N2CCN(C(=O)c3ccccc3Cl)C(C)C2=O)cc1 (centres undefined)	-4
COc1ccc(C)cc1NC(=O)C1CCCN1C(=O)c1cccs1 (centres undefined)	-9
COc1ccc(CCC2NCCn3cccc32)cc1OC (centres undefined)	-34
COCCN(CCOC)c1nc(N)c(C#N)c(CC#N)c1C#N	-2
COCc1cc(=O)n2[nH]c(-c3ccccc3)cc2n1	9

An excerpt of these results, with bars between the fields.
SMILES | mcGAS RapidFire
CCc1cnc2c(c1N1CCOCC1)c(=O)n(C)c(=O)n2C | -3
COc1ccc(C(=O)C(O)c2ccc(OC)cc2)cc1 (centres undefined) | -10

Remaining list, next part.
SMILES	mcGAS RapidFire
Cc1ccccc1C1(O)CCN(C2CCN(C(=O)c3ccncc3)CC2)C1 (centres undefined)	-14
COc1ccc(CN2CCN(C3CCCCC3)C(=O)C2)cc1C(=O)O	-11
Cc1ccc(SCCC(=O)Nc2nnc(Cc3cccs3)o2)cc1	-3
O=[N+]([O-])c1cc(S(=O)(=O)N2CCCCCC2)ccc1Oc1ccc2c(c1)OCO2	-11
CC(=O)c1cc(Cl)cc(Cn2cnc(C)c2C)c1O	-7
O=C(NCC1CCCN(Cc2ccc(-n3cccn3)cc2)C1)c1cccc2ccccc12 (centres undefined)	-5
CCc1c(C(=O)N2CCN(CCn3cncn3)CC2)[nH]c2ccccc12	-30
c1ccc(C(CCNc2ncnc3[nH]ncc23)c2ccccc2)cc1	-7
COc1ccccc1OCCCOc1ccc(C)cc1OC	-2
Clc1ccc2nc(-c3ccncc3)c(Nc3ccc4c(c3)OCCO4)n2c1	-8
CC1CN(C(C)C(=O)Nc2ncccn2)CC(c2ccccc2)O1 (centres undefined)	-9
CCOC(=O)c1c(NC(=O)CN2CCN(c3nccs3)CC2)sc(C)c1-c1ccc(C)cc1	-19
CCNC(=O)[C@H]1CC[C@@](C)(C(=O)NCCN2CCCCC2)C1(C)C	-15
O=C(Nc1ccc(-c2cc3ccccc3[nH]2)cc1)C1CCN(CCCn2cccn2)CC1	-11
CCCn1c(C)cn2c3c(=O)n(CCOC)c(=O)n(C)c3nc12	-1
CC(C)CN1CCOC(CSc2nc3sc4c(c3c(=O)n2C)CCC4)C1 (centres undefined)	-8
COc1ccccc1NC(=O)N1CCOC(c2ccccc2)C1 (centres undefined)	-33
Cc1cc(C)c2ccc(C(=O)N3CCOC(C(F)(F)F)C3)nc2c1O (centres undefined)	16
O=C(Nc1ccc2c(c1)CCC2=O)c1ccc(CN2CCCC(O)C2)cc1 (centres undefined)	-9
CC#CCN(Cc1ccco1)C(=O)C(C)N(c1ccccc1)S(C)(=O)=O (centres undefined)	-12
Cc1ccc(-c2nc(CNCC3CCc4nncn4C3)cs2)cc1 (centres undefined)	-5
c1ccn2cc(-c3ccc4c(c3)OCO4)cc2c1	-11
O=C(c1n[nH]c2c1CCCC2)N1CC[C@H]2CC[C@@H](C1)N2	-19
Cc1cc(=O)oc2cc(CN3CCN(C(=O)c4ccccc4)CC3)ccc12	2
COc1cc([N+](=O)[O-])ccc1N1C(=O)C2C(C1=O)C1C=CC2C12CC2 (centres undefined)	-4
CCCNc1nc2c(C)cccn2c(=O)c1C=C1SC(=S)N(CC(C)C)C1=O	-5
O=C(Cn1cnc2c(nnn2-c2ccccc2)c1=O)N1CCc2ccccc21	5
O=C(O)C=Cc1ccc([N+](=O)[O-])o1	2
Cc1nc2cc(C(=O)N3CCNC(=O)C3)ccc2s1	-17
CC(=O)O[C@@](C)(CCC=C(C)C)C1CC=C(C)CC1 (some centres undefined)	-12
Cc1ccc(I)c(OCC#N)c1	-6
CC1CC(=O)NN=C1c1ccc(N2CCOCC2)c([N+](=O)[O-])c1 (centres undefined)	-7
Cc1ccc(CC(=O)Nc2ccnn2Cc2cc(Br)cs2)cc1	-14
Cc1nc2ccccc2n(C)c1=O	-6
CN(CC1CCN(Cc2ccccc2)CC1)c1nncc(-c2ccccc2)n1	-10
CCc1noc(-c2cc(Cl)ccc2NC(=O)COC)n1	-11
CCc1nc(C)cn1S(=O)(=O)c1c(C)c(C)cc(C)c1C	-8
COc1ccccc1CCC(=O)N1CCc2c(c(C(=O)O)nn2CC2CC2)C1	-19
Cc1cccc(C2CCCN2C(=O)Cn2cc(CO)nn2)c1C (centres undefined)	-11
O=c1c2cc3c(=O)n(C4CC4)ccc3nc2ccn1-c1ccncc1	1
O=S(=O)(c1ccccc1)N1CCN(c2ncnc3c2CCNC3)CC1	-21
CCn1nc(C)c(NC(=O)CNC(C)Cn2nc(C)cc2C)c1C (centres undefined)	-10
O=C(CCc1cccnc1)N1CCOC(COc2ccc3c(c2)CCCC3)C1 (centres undefined)	-3
Cc1cc2nnc(SCC(=O)Nc3ccccc3SCC#N)n2c2ccccc12	-6
CCCn1cc(NC(=O)Nc2ccccc2C(F)(F)F)ccc1=O	5
CN(C)N=CC=C1CCCC(=Cc2cccs2)C1=O	-5
Cc1ccsc1CN(C)C(=O)c1sc(S(N)(=O)=O)cc1C	-19
CCc1cc(C(=O)OC)c(NC(=S)NNC(=O)c2csc3ccccc23)s1	-7
Cc1ccc2n1CCNC2C (centres undefined)	-3
Cc1[nH]n(-c2ccccc2)c(=O)c1N=Nc1ccc(C(=O)O)cc1	-4
CSc1nnc(SC(C(=O)Nc2ccc(F)cc2)C(C)C)s1 (centres undefined)	-6
Cc1cccc(C)c1NC(=O)c1cccc(CN2CCCCC2CCO)c1 (centres undefined)	2
COc1cc(C)c(CNCc2nncn2C)cc1OC	-6
COc1cc(Cl)cc(CN(C)C(C)C(=O)N(C)C)c1OC (centres undefined)	-25
CCCCc1ccc(S(=O)(=O)NC(=O)C2(C)CCN2C(=O)C2CC2)cc1 (centres undefined)	-10
COc1ccc(C(=O)N2CCN(C(C(=O)NCc3ccncc3)C3CCCC3)CC2)cc1OC (centres undefined)	-4

An excerpt; the hit share may differ from the screen's.
